# Assay outcomes deposited in PubChem BioAssay by several laboratories.
# Glyco luc inh: increase of ERlucT glycosylation luciferase signal, primary screen, N-linked glycosylation inhibitor project, D54 ERlucT cells, luminescence, set 2; 0.23% of 360,000 active; reporter increase, % at 12.5 µM; D54 ERlucT glycosylation luciferase reporter, 24 h; percent of 100 nM tunicamycin response;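 active means mean luciferase reporter signal, scaled so untreated is 0 and the glycosylation-blocking control 100, at or above a set limit in every replicate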;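 further: luciferase carries N-glycosylation sites so blocking glycosylation raises the light; 0% = median of neutral control wells and 100% = median of 100 nM tunicamycin wells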
# MC4R barr agon: MC4R agonists recruiting beta-arrestin, primary screen, cell-based, luminescence, agonist arm of biased-ligand search. U2OS MC4R beta-arrestin complementation; percent of melanotan II response, DMSO zero. activation, % at 8.9 µM. 0.98% of 360,000 active;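 active means activation above a per-plate cutoff, the mean activation of sample wells on that plate plus 3 SD, cut at about 8% in these data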
# Target sequence (P32245 whole entry, looked up): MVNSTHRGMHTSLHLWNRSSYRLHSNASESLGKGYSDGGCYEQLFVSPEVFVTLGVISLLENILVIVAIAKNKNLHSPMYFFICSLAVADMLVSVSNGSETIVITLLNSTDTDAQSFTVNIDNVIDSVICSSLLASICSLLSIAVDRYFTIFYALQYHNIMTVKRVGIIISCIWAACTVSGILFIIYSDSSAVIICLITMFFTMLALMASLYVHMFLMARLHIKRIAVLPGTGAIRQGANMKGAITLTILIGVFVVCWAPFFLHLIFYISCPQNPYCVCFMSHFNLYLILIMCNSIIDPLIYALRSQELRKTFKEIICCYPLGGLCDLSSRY
# NOD2-RIPK2 inh: NOD2-RIPK2 binding disruptors in cells, primary screen, fluorescence, CHO cells, BLA complementation | Receptor-interacting serine/threonine-protein kinase 2 (Homo sapiens), O43353 | CCF4 ratio | inhibition, % at 4.98 µM | 0.38% of 360,000 active; in the data active means inhibition above about 21%;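 further: 0% = vehicle only and 100% = reference blocker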
# Target sequence (O43353 whole entry, looked up): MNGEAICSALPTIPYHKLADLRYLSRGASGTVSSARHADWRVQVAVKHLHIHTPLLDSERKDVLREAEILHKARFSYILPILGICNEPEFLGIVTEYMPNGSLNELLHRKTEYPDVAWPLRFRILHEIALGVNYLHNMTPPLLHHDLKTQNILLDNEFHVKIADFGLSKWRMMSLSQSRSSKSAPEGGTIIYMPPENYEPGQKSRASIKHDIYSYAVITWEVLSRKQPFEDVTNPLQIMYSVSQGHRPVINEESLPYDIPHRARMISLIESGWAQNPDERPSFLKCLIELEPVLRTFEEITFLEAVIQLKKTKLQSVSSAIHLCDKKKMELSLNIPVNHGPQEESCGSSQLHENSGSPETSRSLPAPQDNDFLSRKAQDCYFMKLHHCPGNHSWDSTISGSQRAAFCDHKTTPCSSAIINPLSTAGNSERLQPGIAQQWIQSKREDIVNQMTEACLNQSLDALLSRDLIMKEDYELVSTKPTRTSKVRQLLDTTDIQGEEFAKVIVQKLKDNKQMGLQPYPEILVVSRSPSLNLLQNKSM
# SRC2 inh: inhibition of GAL4-SRC2 driven luciferase reporter, primary screen, SRC2 inhibitor project, cell-based, luminescence. HEK293 GAL4-SRC2 luciferase reporter. Nuclear receptor coactivator 2 (Homo sapiens), Q15596. 0.17% of 370,000 active. inhibition, % at 9 µM;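 active means inhibition above the mean inhibition of all tested compounds plus 3 SD, set per campaign, cut at about 52% in these data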;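 further: 0% = DMSO treated cells and 100% = cells given Gossypol at 36 µM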
# HTR2A ag: mouse Htr2a agonists via beta-arrestin recruitment, primary screen, cell-based, luminescence; 5-hydroxytryptamine receptor 2A (Mus musculus), P35363; activation, % at 7.6 µM; CHO-K1 mHTR2A beta-arrestin complementation; percent of 30 µM serotonin response; AID 624169, 2012; 0.66% of 360,000 active;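 active means activation above a run cutoff, the mean activation of all tested compounds plus 3 SD, cut at about 14% in these data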;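 further: 0% = plate median of compound wells and 100% = 30 µM serotonin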
# ABCB6 inh MLPCN: ABCB6 transporter inhibitors, primary screen, K562-ABCB6 cells, flow cytometry, MLPCN library; 0.19% of 360,000 active; fluorescence ratio to DMSO, % at 10 µM; ATP-binding cassette sub-family B member 6 (Homo sapiens), Q9NP58; K562-ABCB6 porphyrin accumulation, 1 h; hits give low values;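 active means fluorescence ratio to DMSO below 75%, the collection mean minus 3 SD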;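 further: signal is porphyrin accumulated inside mitochondria; 100% equals median channel fluorescence of DMSO control wells; lower ratio means ABCB6 inhibition with less porphyrin fluorescence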
# ABHD5 PLIN5 PPI: ABHD5-PLIN5 interaction inhibitors, primary screen, cell lysate, split luciferase complementation, luminescence; Perilipin-5 (Homo sapiens) + 1-acylglycerol-3-phosphate O-acyltransferase ABHD5 (Homo …; Split G. princeps luciferase complementation, 4 h; inhibition, % at 4 µM; 0.78% of 360,000 active; AID 602281, 2012;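 active means inhibition above the mean inhibition across every tested compound plus 3 SD, cut at about 22% in these data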;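 further: 0% = DMSO only wells and the 100% control is not disclosed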
# TLR9-MyD88 block: inhibitors of TLR9-MyD88 association in cells, primary screen, cell-based, CHO, BLA complementation, fluorescence. AID 504734, 2011. Toll-like receptor 9 (Homo sapiens) + Myeloid differentiation primary response protein …. inhibition, % at 4.98 µM. 0.21% of 340,000 active. CCF4 FRET ratio;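 active means inhibition above the mean over all tested compounds plus 3 SD, cut at about 21% in these data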;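 further: 0% = DMSO only wells and 100% = clavulanate BLA inhibitor control wells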
# MC4R antag cAMP: MC4R antagonists of cAMP signaling, primary screen, cell-based, TR-FRET, antagonist arm of biased-ligand search; 0.48% of 360,000 active; MC4R-expressing cells, MTII-stimulated cAMP, LANCE TR-FRET; Melanocortin receptor 4 (Homo sapiens), P32245; inhibition, % at 6.5 µM;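 active means inhibition above its plate's cutoff, the mean of tested wells on that plate plus 3 SD, cut at about 29% in these data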;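 further: 0% = Melanotan II alone and 100% = Melanotan II plus saturating MCL0020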
#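 Test system: U2OS cells stably expressing human melanocortin 4 receptor (MC4R); also added: Melanotan II challenge; compound: 6.5 µM single dose; timing: 30-min compound preincubation, 1-h Melanotan II challenge, 1-h detection, room temperature; signal: Eu-cAMP/anti-cAMP TR-FRET, emission 671 nm; repeats: one well per compound, no replicates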
# H9c2 protect: cardioprotection against H2O2-induced cell death, primary screen, uHTS, H9c2 cells, ATPLite luminescence | H9c2 cardiomyocytes, H2O2 injury protection, 2 h | protection from H2O2 cell death, % at 20 µM | 0.63% of 360,000 active | AID 588492, 2011;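 active means compounds giving at least 50% protection of heart cells from peroxide-induced death in the single-dose screen, raw or plate-pattern-corrected value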;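 further: 0% = DMSO wells with peroxide and 100% = DMSO wells without peroxide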
# Starred values were filed as active, the others as inactive; . = no result given. This is a subset; count on the stated rates, not on these rows.
SMILES,Glyco luc inh,MC4R barr agon,NOD2-RIPK2 inh,SRC2 inh,HTR2A ag,ABCB6 inh MLPCN,ABHD5 PLIN5 PPI,TLR9-MyD88 block,MC4R antag cAMP,H9c2 protect
COc1ccc(S(=O)(=O)NCC(=O)NCc2cc(=O)n(C)c(=O)n2C)cc1,1,0.2,-1,-21,-2,101,0,9,1,-2
Cc1ccc(-c2ccc(=O)n(CC(=O)NCCCN3CCCCC3)n2)cc1,1,-0.6,-8,0,-3,93,8,6,4,-2
N#CC(=C(O)COC(=O)CCCNC(=O)c1ccc(Cl)cc1)c1nc2ccccc2[nH]1,4,-1.2,-18,-1,-5,101,-1,-7,-2,-9
CC(=O)c1cccc(CN2CCC(n3nccc3NC(=O)c3ccc4c(c3)OCO4)CC2)c1,3,-1.3,0,-7,0,98,3,-11,6,-4
Cn1c(N/N=C/c2ccccc2)nc2sc3c(c2c1=O)CCC3,3,-0.7,-8,-36,-5,102,-6,7,7,13
Cc1ccc(O)c(NC(=S)NC(=O)CC(C)C)c1,1,4.3,-21,-35,-1,99,10,-8,-3,-6
Cc1ccccc1C(=O)NC1CC2CCCC(C1)N2CC(C)C (stereo not given),-1,-3.5,-9,-1,1,85,1,2,0,5
C/C(Cc1nnn(-c2cc(C)on2)n1)=N\O,-1,1.0,-9,-10,5,99,-2,.,22,6
O=C(CSc1ccccn1)N/N=C/c1ccccc1[N+](=O)[O-],1,-1.1,-5,-15,4,84,-5,0,-2,4
CCN1CCCc2cc(CN(CCN3CCOCC3)C(=S)Nc3ccc(OC)c(Cl)c3)ccc21,-5,-1.7,-8,-9,-3,92,1,-14,5,-9
CCCC(=O)Nc1ccc(C(=O)NCc2ccccn2)cc1,-1,-1.9,0,-14,0,103,4,4,16,4
Cc1ccc(S(=O)(=O)Nc2nc(C)c(C(=O)NN)s2)cc1,1,-0.8,-6,8,-2,101,-2,-5,8,10
O=C(Cc1ccc(NC2=NC3CS(=O)(=O)CC3S2)cc1)Nc1ccc(F)cc1 (stereo not given),2,-0.8,4,-7,6,105,-6,0,13,2
O=C(CN1C(=O)NC2(CCc3ccccc32)C1=O)NCc1cccc(C(F)(F)F)c1 (stereo not given),0,1.2,1,-17,-2,100,3,2,9,-2
CN(C)S(=O)(=O)c1cc(NC(=O)COC(=O)Cc2ccc(Cl)cc2Cl)ccc1Cl,0,0.8,-2,0,2,99,-5,1,14,-5
O=C(CCC(=O)c1ccccc1)NCCOc1ccccc1,-1,-0.1,-3,-8,8,102,1,6,2,-8
CC(=O)Nc1ccc(SCC(=O)c2cc(C)n(C)c2C)cc1,2,-2.1,-7,-12,7,106,-8,6,10,-3
CN(CC(=O)Nc1ccccc1Cl)C(=O)COC(=O)Cc1c(F)cccc1Cl,9,-1.8,3,-14,-3,93,2,2,5,4
C[C@@H]1CCCCO[C@@H](CN(C)C(=O)c2ccncc2)[C@@H](C)CN([C@H](C)CO)C(=O)c2cc(NC(=O)Cc3ccccc3)ccc2O1,3,-1.6,-3,-10,-3,104,-5,-6,3,-6
Cc1ccccc1N1CCN(Cc2nc(Cc3ccccc3)no2)CC1,0,-2.9,-7,-49,-4,85,-11,1,6,10
COc1cccc(CNCCOCCO)c1OC,3,-2.1,10,-4,4,98,-9,4,9,2
CCc1ccc(N2CCN(C(=O)N3CCOCC3)CC2)cc1,1,-2.5,-7,-7,-4,99,-2,4,11,-4
O=C(NNC(=O)c1cc2ccccc2oc1=O)c1ccccc1,-1,-0.8,0,-14,3,96,-1,7,7,2
O=C(NN1C(=O)/C(=C/c2ccc(O)cc2)SC1=S)c1cccc(O)c1,-2,-2.9,-3,-9,-5,182,5,9,1,2
Cc1oc(-c2ccccc2F)nc1CS(=O)(=O)CC(=O)NCCN(C)C1CCCCC1,-3,1.9,0,8,-2,98,9,-4,-3,6
O=C1/C(=C/c2ccc(F)cc2)SC(=S)N1NS(=O)(=O)c1ccccc1,1,0.5,-12,-5,-2,102,-10,3,10,5
Cc1cc(CSc2ccccc2)ccc1NC(=O)COc1ccccc1,-3,2.3,-2,5,-2,91,-1,-3,1,-15
COc1cc(-c2nc3c4ccccc4nc(=S)n3[nH]2)cc(OC)c1OC,7,-1.0,-7,9,4,94,-1,-12,7,8
COc1ccc(C(=O)O/N=C(\N)Cc2ccc([N+](=O)[O-])cc2)c(OC)c1,5,0.8,-2,16,4,104,-1,0,-1,-6
CC(C)n1nc(C(=O)NNC(=O)c2ccc(OC(F)F)cc2)c2ccccc2c1=O,2,-2.6,-12,0,4,96,4,8,4,5

# An excerpt of these results, tab-delimited.
SMILES	Glyco luc inh	MC4R barr agon	NOD2-RIPK2 inh	SRC2 inh	HTR2A ag	ABCB6 inh MLPCN	ABHD5 PLIN5 PPI	TLR9-MyD88 block	MC4R antag cAMP	H9c2 protect
O=C1/C(=C/c2ccc(F)cc2)SC(=S)N1NS(=O)(=O)c1ccccc1	1	0.5	-12	-5	-2	102	-10	3	10	5
O=C(CCC(=O)c1ccccc1)NCCOc1ccccc1	-1	-0.1	-3	-8	8	102	1	6	2	-8
O=C(NN1C(=O)/C(=C/c2ccc(O)cc2)SC1=S)c1cccc(O)c1	-2	-2.9	-3	-9	-5	182	5	9	1	2
CN(CC(=O)Nc1ccccc1Cl)C(=O)COC(=O)Cc1c(F)cccc1Cl	9	-1.8	3	-14	-3	93	2	2	5	4
Cc1oc(-c2ccccc2F)nc1CS(=O)(=O)CC(=O)NCCN(C)C1CCCCC1	-3	1.9	0	8	-2	98	9	-4	-3	6
C[C@@H]1CCCCO[C@@H](CN(C)C(=O)c2ccncc2)[C@@H](C)CN([C@H](C)CO)C(=O)c2cc(NC(=O)Cc3ccccc3)ccc2O1	3	-1.6	-3	-10	-3	104	-5	-6	3	-6
Cc1cc(CSc2ccccc2)ccc1NC(=O)COc1ccccc1	-3	2.3	-2	5	-2	91	-1	-3	1	-15

# Part of the list above, with each value named.
> O=C(NNC(=O)c1cc2ccccc2oc1=O)c1ccccc1
  Glyco luc inh: -1; MC4R barr agon: -0.8; NOD2-RIPK2 inh: 0; SRC2 inh: -14; HTR2A ag: 3; ABCB6 inh MLPCN: 96; ABHD5 PLIN5 PPI: -1; TLR9-MyD88 block: 7; MC4R antag cAMP: 7; H9c2 protect: 2
> O=C(NN1C(=O)/C(=C/c2ccc(O)cc2)SC1=S)c1cccc(O)c1
  Glyco luc inh: -2; MC4R barr agon: -2.9; NOD2-RIPK2 inh: -3; SRC2 inh: -9; HTR2A ag: -5; ABCB6 inh MLPCN: 182; ABHD5 PLIN5 PPI: 5; TLR9-MyD88 block: 9; MC4R antag cAMP: 1; H9c2 protect: 2

# The listing continues:
SMILES,Glyco luc inh,MC4R barr agon,NOD2-RIPK2 inh,SRC2 inh,HTR2A ag,ABCB6 inh MLPCN,ABHD5 PLIN5 PPI,TLR9-MyD88 block,MC4R antag cAMP,H9c2 protect
Cc1cc(CNC(=S)Nc2ccc(S(=O)(=O)Nc3ncccn3)cc2)nn1C,2,-0.1,-6,5,6,91,6,3,6,6
CC(=O)c1ccc(C(C)(C)c2ccc(C(C)=O)s2)s1,0,0.6,-15,0,-1,92,1,4,-7,-10
c1ccc2c(c1)oc1c(Nc3ccc4c(c3)OCO4)ncnc12,-4,11*,4,-72,-2,104,-5,7,-2,-16
O=C(NCCc1ccccc1)C1CCCN1S(=O)(=O)c1cccc2nsnc12 (stereo not given),-3,-1.4,-8,7,3,98,-7,-8,8,1
CCc1ccccc1NC(=O)C1CCCN1S(=O)(=O)c1ccc(-c2ccc(=O)[nH]n2)s1 (stereo not given),-1,0.9,0,-4,2,102,10,-1,-2,-4
CCc1nc2c(OCC(=O)N3CCOCC3)cccn2c1N(C)C(=O)COc1ccccc1,3,0.4,2,-4,-4,103,-4,.,14,6
Cc1ccc(-n2c(SCC(=O)Nc3cccc(S(N)(=O)=O)c3)nc3ccccc32)cc1,-9,2.9,-5,10,-1,98,0,5,2,-12
CCOc1ccc(N(C)S(=O)(=O)c2ccc(C)c(C(=O)NCCc3ccc(OC)cc3)c2)cc1,-5,-1.8,1,12,-1,93,0,-7,19,0
CCC(=O)Nc1nc2nc(-c3ccccc3)cc(-c3ccccc3)n2n1,8,-1.6,-6,5,1,93,-5,5,3,10
O=[N+]([O-])c1ccc(N2CCN(C(=S)c3cccc([N+](=O)[O-])c3)CC2)cc1,-4,-1.1,-19,19,-7,93,-5,2,7,1
Cc1ccc(CNc2nc(N)c([N+](=O)[O-])c(Nc3cccc(F)c3)n2)cc1,-2,-0.4,-10,-27,1,101,-5,2,-21,-1
Cc1nn(-c2nc3ccccc3[nH]2)c(=O)c2ccccc12,-19,-3.0,-4,85*,3,93,3,-7,18,-23
COc1ccc(/C=C2/C(=O)N(c3nc4ccccc4s3)N=C2CSc2ccc(Cl)cc2)cc1,-3,2.1,-11,-31,7,93,13,1,4,37
Cc1nc(SC(C)C(=O)NC2CCCC2)c2ccccc2n1 (stereo not given),2,-2.4,-4,11,3,102,-1,5,-9,-1
O=S(=O)(NCC(c1cccnc1)N1CCN(Cc2ccccc2)CC1)c1cc(F)ccc1F (stereo not given),-1,-1.8,3,-10,2,96,-9,-6,-6,4
Cc1ccc(C(C)(C)C)cc1S(=O)(=O)Nc1cccc(S(=O)(=O)NC2=NCCC2)c1,0,-0.6,7,-10,5,100,10,4,0,0
COc1ccc(OCCCCc2c(C)n[nH]c2C)cc1,-3,0.9,-18,15,1,96,-6,9,4,-12
COc1ccc(NC(=O)COC(=O)c2ccc(NS(=O)(=O)/C=C/c3ccccc3)cc2)cc1,0,2.4,-2,-18,4,100,-8,0,18,-7
COc1ccc(/C=C2\SC(=O)N(CC(=O)NCCCn3ccnc3)C2=O)cc1,1,-3.9,-9,-29,1,96,4,14,-3,-8
CCOc1ccccc1NC(=O)N1CCC(NC(=O)c2cccc(C)c2)CC1,1,-1.8,3,-19,-4,93,8,-5,12,14
O=C(NCCN1CCOCC1)c1cc(=O)[nH]c2ccc(Br)cc12,1,-0.5,-4,-9,4,97,2,-14,-1,-8
COC(=O)Nc1nnc(SCc2ccc(C)cc2)s1,-1,0.2,-6,6,2,98,7,-7,0,-1
